Bioassay records (PubChem)
esBAF inh: Bmi1 luciferase reporter increase in mESCs, primary screen, esBAF inhibitor project, mouse ES cells, Bmi1 luciferase knock-in, single point. reporter increase, % at 12.5 µM. AID 602393, 2012. 350,000 compounds, 2% hits. 24 h; 100% = twice the neutral-well signal; in the data active = activation above about 40%;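 note: 0% = median of the plate's neutral control wells and 100% = double that signal; a rise in the Bmi1 reporter signal indicates esBAF inhibition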
ERp5 block: inhibitors of ERp5-driven insulin aggregation, primary screen, biochemical, turbidity, absorbance 650 nm, single point | Protein disulfide-isomerase A6 (Homo sapiens), Q15084 | 90 min | inhibition, % at 9.99 µM | 350,000 compounds, 0.05% hits | AID 651711, 2012;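 active = mean replicate inhibition above about 25%, with every replicate also reaching it, limit read from the data, passing the limit was not always enough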
Target sequence (Q15084 whole entry, looked up): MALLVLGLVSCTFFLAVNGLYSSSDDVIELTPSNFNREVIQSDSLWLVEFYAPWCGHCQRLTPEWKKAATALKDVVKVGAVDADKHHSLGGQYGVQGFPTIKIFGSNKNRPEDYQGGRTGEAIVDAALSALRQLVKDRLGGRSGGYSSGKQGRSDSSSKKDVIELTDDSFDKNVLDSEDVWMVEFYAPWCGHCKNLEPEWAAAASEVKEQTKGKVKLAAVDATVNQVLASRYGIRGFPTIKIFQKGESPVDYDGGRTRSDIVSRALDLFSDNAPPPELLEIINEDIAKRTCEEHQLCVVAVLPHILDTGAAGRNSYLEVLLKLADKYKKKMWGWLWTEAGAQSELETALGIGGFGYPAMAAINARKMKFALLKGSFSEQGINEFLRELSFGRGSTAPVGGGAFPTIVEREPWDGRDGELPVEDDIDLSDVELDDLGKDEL
ARNT-TACC3 inh: disruptors of ARNT/TACC3 protein interaction, primary screen, biochemical, AlphaScreen, single concentration; Transforming acidic coiled-coil-containing protein 3 (Homo sapiens), Q9Y6A5; AID 623870, 2012; AlphaScreen His-ARNT PAS-B/GST-TACC3 binding, luminescence; TACC3 fragment carries E629A point mutation; inhibition, % at 9.99 µM; 390,000 compounds, 0.66% hits;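 active = mean inhibition of replicates at least 50% and at least half of replicates each reaching 50%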;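 note: 0% = complete ARNT plus TACC3 wells and 100% = ARNT alone without TACC3; many hits fall short of the cut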
Cneo AK release: Cryptococcus neoformans cell lysis inducers, primary screen, AK release luminescence, single concentration. C. neoformans lysis, adenylate kinase release luminescence, 4 h; normalised: neutral wells 0, clomiphene wells 100. lysis activity, % at 15 µM. 360,000 compounds, 0.2% hits. AID 651654, 2012;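 active = mean lysis activity across replicates of at least 80%, whatever share of replicates individually reach that level; inactive = mean lysis activity below 80%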
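Schedule: static 4 h at 37 °C with compound, 1 h detection; system: C. neoformans cells; benchmarks: Clomiphene as positive control; buffer or medium: fresh YPD medium; measure: luminescence rise reflecting yeast cell lysis; measured by: luminescent adenylate kinase detection reagent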
miR122 inh: miR-122 Renilla sensor signal increase in Huh7, primary screen, miR-122 inhibitor project, cell-based, single point, plate reader; Huh7 miR-122 Renilla luciferase sensor, 48 h; neutral wells = 0, positive control = 100; activation (reporter increase), % at 12.5 µM; 340,000 compounds, 0.3% hits; AID 602342, 2012;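 active = mean replicate activation score at least 90 and every replicate individually at or above 90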;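 note: higher luciferase means less miR-122 activity so hits act as miR-122 inhibitors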
Statin myotox sup: suppressors of statin myotoxicity in C2C12 myotubes, primary screen, cell-based, single point, plate reader. rescue of ATP level, % at 7.49 µM. AID 602340, 2012. 330,000 compounds, 0.78% hits. C2C12 myotubes + simvastatin, ATP luminescence, 48 h; scaled: DMSO 0, geranylgeraniol control 100;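 active = mean ATP rescue above about 67%, or every replicate alone reaching that limit, limit read from the data, passing the limit was not always enough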;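 note: myotubes were challenged with 10 µM simvastatin during compound exposure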
SIRT5 block: SIRT5 desuccinylase inhibitors, primary screen, biochemical, fluorescence imaging, single point, set 5; Purified SirT5, succinyl-peptide AMC, trypsin-coupled fluorescence; inhibition, % at 15 µM; NAD-dependent protein deacylase sirtuin-5, mitochondrial (Homo sapiens), Q9NXA8; 330,000 compounds, 1.1% hits; in the data active = inhibition above about 15%
Target sequence (Q9NXA8 whole entry, looked up): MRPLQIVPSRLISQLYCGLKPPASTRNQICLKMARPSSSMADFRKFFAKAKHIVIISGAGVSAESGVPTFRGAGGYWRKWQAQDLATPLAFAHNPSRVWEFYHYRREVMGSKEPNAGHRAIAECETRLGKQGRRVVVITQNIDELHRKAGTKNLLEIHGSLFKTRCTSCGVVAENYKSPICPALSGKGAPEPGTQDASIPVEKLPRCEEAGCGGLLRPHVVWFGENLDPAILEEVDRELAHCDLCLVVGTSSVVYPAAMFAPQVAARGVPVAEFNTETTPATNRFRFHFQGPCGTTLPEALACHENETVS
An asterisk follows results filed as active; x = not tested or not shown; [ ] = another dose, or the depositor's remark.

SMILES	esBAF inh	ERp5 block	ARNT-TACC3 inh	Cneo AK release	miR122 inh	Statin myotox sup	SIRT5 block
CCc1cccc(NC(=S)Nc2ccc(CN3CCOCC3)cc2)c1	x	5	-3	x	x	x	-24
COC(=O)c1cnn(-c2ccc(F)cc2F)c1/C=N/NC(=S)NC(C)(C)C	4	2	4	11	-8	-1	-2
COc1ccc2oc(=O)c(C(=O)NCc3ccc(C)cc3)cc2c1	3	8	-2	1	-6	5	2
O=C(CCN1CCN(S(=O)(=O)c2ccc(F)cc2)CC1)Nc1ccccc1F	-4	x	-3	0	-6	1	-4
C[C@@H]1CN([C@@H](C)CO)C(=O)c2cc(NS(=O)(=O)c3cn(C)cn3)ccc2O[C@H]1CN(C)S(=O)(=O)c1ccc(Cl)cc1	0	-5	x	0	6[16.7 µM]	-4	-18
COc1ccc(S(=O)(=O)NNc2nc(C)cc(C)n2)cc1[N+](=O)[O-]	1	20	-1	2	9	2	-5
C[C@H](NC(=O)C[C@H]1CC[C@H](NC(=O)Nc2ccc3c(c2)OCO3)[C@H](CO)O1)c1ccccc1	1	-3	-15	2	-13[16.7 µM]	-10	3
COc1ccc2c(CC(=O)Nc3cccc(S(=O)(=O)N4CCOCC4)c3)coc2c1	-6	x	-1	-1	12	0	x
CN(C)c1cccc(NC(=O)Cc2ccc(F)cc2)c1	7	x	-10	-1	5	3	x
CCn1c(CC(=O)Nc2ccccc2Cl)nnc1SCC(=O)NC1CCCC1	-5	-1	-3	3	-3	3	-2
CON/C=C(\C=Nc1ccc(Cl)cc1Cl)c1ncc(C(F)(F)F)cc1Cl	2	x	-23	-2	1	-3	x
Cc1ccc(C(=O)Nc2ccc(S(=O)(=O)N3CCN(C)CC3)cc2)cc1	4	x	6	-4	5	-9	x
N#Cc1cnn(-c2cccc(Cl)c2)c1-n1cccc1	x	6	-8	x	x	x	-2
CCc1ccc(C(=O)CSc2nnc(C)c(=O)[nH]2)cc1	2	-4	-4	0	-7	-1	2
CO[C@@H]1CN(C)C(=O)c2ccc(NC(=O)C3CC3)cc2OC[C@@H](C)N(Cc2cncnc2)C[C@@H]1C	0	x	x	x	-8[16.7 µM]	-1	x
O=c1[nH]nc2c3ccccc3cnn12	4	x	4	-1	-7	-9	x
CO[C@@H]1CN(C)C(=O)c2ccc(NC(=O)Nc3cccc(F)c3)cc2OC[C@H](C)N(C(C)=O)C[C@@H]1C	4	-5	1	-2	x	-15	4
CC(C)(C)Nc1nc2nonc2nc1NC(C)(C)C	6	4	-5	0	5	-1	7
Cc1csc(=O)n1CCC(=O)OCC(=O)Nc1ccc(C(N)=O)cc1	0	-2	0	-1	x	3	1
O=C(Nc1ccc(F)cc1)N1C[C@@H]2[C@H](c3ccccc31)[C@@H](CO)N2C(=O)Cc1ccccn1	-7	-6	4	3	20[16.7 µM]	2	9
O=C(C[C@H]1CC[C@H](NC(=O)C2CCOCC2)[C@H](CO)O1)Nc1nccs1	0	-4	0	-1	x	-7	1
O=C(O)CCCCCCNC(=O)c1cncc(O)c1	0	2	-2	-2	-2	x	-2
O=C(c1ccc(Cn2cnnn2)cc1)N1CCCC(Nc2ccc(F)c(F)c2)C1 (stereo not drawn)	-1	10	-7	1	-2	-10	0
COc1cc(/C=N/n2c(COc3ccccc3)n[nH]c2=S)cc(OC)c1OC(C)=O	-1	1	-5	-5	-3	5	1
CN(Cc1cccs1)C(=O)CCc1ccc(S(=O)(=O)N2CCOCC2)cc1	-8	x	1	1	-6	-10	x
COc1ccc2oc(C(=O)Nc3nc(-c4ccccn4)cs3)c(C)c2c1	18	-1	21	x	-2	-11	-3
C[C@@H]1CN([C@@H](C)CO)C(=O)c2cc(NC(=O)CCC(F)(F)F)ccc2O[C@H]1CN(C)S(C)(=O)=O	-4	-1	-3	-8	0[16.7 µM]	12	-1
CCCCn1ccc(O)c(Cc2ccc(F)cc2)c1=O	3	x	-4	3	-2	-11	x
COc1ccccc1C1CCN(C(=O)c2cnn(-c3ccccc3)c2C)CC1	4	4	-3	-6	-4	0	1
Cc1ccc(NC(=S)N2CCC(C(N)=O)(N3CCCCC3)CC2)c(C)c1	1	5	-2	-1	2	3	1
Cc1ccc(S(C)(=O)=N/C=C2\C(=O)c3sccc3N(C)S2(=O)=O)cc1 (stereo not drawn)	-4	1	0	x	x	-3	-2
Cc1onc(-c2ccccc2Cl)c1-c1nc(-c2ccccn2)no1	-8	x	1	-1	-12	0	x
Cc1ccnc(NC(=O)C2CC(=O)N(c3ccc4c(c3)OCCO4)C2)c1 (stereo not drawn)	-25	0	x	-4	14	2	1
CCCNC(=O)Nc1ccc2c(c1)OC[C@H](C)N(Cc1ccccn1)C[C@@H](C)[C@H](OC)CN(C)C2=O	2	1	17	2	x	3	-1
O=C(COC(=O)/C=C/c1cccc(Br)c1)Nc1ccc(Cl)cn1	1	5	x	1	-1	0	x
CCCC[C@@H]1CNCCN1CCc1cc(C(F)(F)F)cc(C(F)(F)F)c1	-12	-8	-25	-3	-6	-8	x
CC(=O)Nc1c(-c2ccccc2)nc2cc(C)ccn12	0	5	16	1	1	2	-11
O=C(Nc1ncc(Cc2ccccc2)s1)C1=NCCN1	19	-8	3	-3	-1	-2	2
CC(C)(C)c1ccc(NS(=O)(=O)c2ccc(N)cc2)cc1	4	1	-11	-3	x	3	-3
COCc1cn(CC[C@@H]2CC[C@H](NC(=O)Cc3cccnc3)[C@@H](CO)O2)nn1	-1	-3	1	-2	x	-1	-1
COc1ccc(NC(=O)N(C)C[C@@H]2OCCCC[C@@H](C)Oc3ccc(NC(=O)Nc4ccccc4)cc3C(=O)N([C@H](C)CO)C[C@@H]2C)cc1	-3	-6	2	10	-6[16.7 µM]	x	4
COc1ccccc1NS(=O)(=O)c1cccc(C(=O)NNC(=O)c2ccc(NC(C)=O)cc2)c1	3	-4	-7	-1	x	0	-3
O=C(Nc1ccccc1Cl)C1CCCN(S(=O)(=O)c2cccc3cccnc23)C1 (stereo not drawn)	0	-8	0	-2	11	-2	-6
Cc1cccnc1NC(=O)CNC(=O)C1CCCCC1	4	2	x	-2	-5	5	1
O=C(CNC(=O)c1ccccc1)NCCCSc1ccccc1	-1	3	-6	-1	0	0	x

Shown with two lines to a compound: entries from further up
Every second line gives: esBAF inh	ERp5 block	ARNT-TACC3 inh	Cneo AK release	miR122 inh	Statin myotox sup	SIRT5 block
COc1ccc(NC(=O)N(C)C[C@@H]2OCCCC[C@@H](C)Oc3ccc(NC(=O)Nc4ccccc4)cc3C(=O)N([C@H](C)CO)C[C@@H]2C)cc1
  -3	-6	2	10	-6[16.7 µM]	x	4
CC(=O)Nc1c(-c2ccccc2)nc2cc(C)ccn12
  0	5	16	1	1	2	-11
COc1ccccc1NS(=O)(=O)c1cccc(C(=O)NNC(=O)c2ccc(NC(C)=O)cc2)c1
  3	-4	-7	-1	x	0	-3

The list goes on.
SMILES	esBAF inh	ERp5 block	ARNT-TACC3 inh	Cneo AK release	miR122 inh	Statin myotox sup	SIRT5 block
CC(O)c1cccc(NC(=O)Nc2cccc(NC(=O)Nc3cccc(C(C)O)c3)c2)c1 (stereo not drawn)	-3	-7	-5	-2	x	-5	-4
CC1CC(=O)C(C2c3ccccc3CCN2C(=O)CCl)C(=O)C1 (stereo not drawn)	x	1	-11	x	x	x	1
CC(=O)c1c(C)[nH]c(C(=O)COC(=O)c2ccc(Cl)nc2)c1C	5	x	1	0	-4	7	-2
O=C(Oc1cccc(NC2=NS(=O)(=O)c3ccccc32)c1)c1ccncc1	x	-7	1	0	x	x	0
CCOc1ccc(Nc2nnc(SCc3nc4ccccc4c(=O)[nH]3)s2)cc1	3	4	-6	x	3	-9	-2
O=C(CCC(=O)OCC(=O)c1ccc([N+](=O)[O-])cc1)NC1CCCCC1	0	x	1	1	-9	18	x
CN(CC(=O)NCC1CCCO1)S(=O)(=O)c1ccc2ccccc2c1 (stereo not drawn)	-7	2	x	-1	-4	9	2
CCC(=O)Nc1ccc2c(c1)OC[C@@H](C)N(CC1CCCCC1)C[C@H](C)[C@@H](OC)CN(C)C2=O	3	x	x	x	6[16.7 µM]	7	x
O=C(Nc1nccs1)c1ccc(-c2ccc(F)cc2)o1	x	0	1	x	-1	x	1
CCC(Sc1nc(N)c(NC(=O)c2ccco2)c(=O)[nH]1)C(=O)O (stereo not drawn)	x	-9	-3	-1	-1	x	-5
COc1ccc(C(C)(C)C)cc1NC(=O)CCN1C(=O)NC(C)(C)C1=O	-1	4	x	0	2	6	-1
CC(SCc1ccccc1)C(=O)N/N=C/c1ccc2c(c1)OCO2 (stereo not drawn)	1	x	0	-2	-4	17	x
O=C(NCc1ccccn1)Nc1ccc(F)cc1F	-2	0	6	5	1	7	2
C[C@@H]1CN([C@H](C)CO)C(=O)c2cc(NC(=O)Nc3cccc4ccccc34)ccc2O[C@H]1CN(C)Cc1ccccc1	7	-2	17	4	8[16.7 µM]	-21	7
CC(C)[C@H](C)NC(=O)N(C)C[C@@H]1OCc2ccccc2-c2c(n(C)c3ccccc23)C(=O)N([C@H](C)CO)C[C@@H]1C	9	-7	12	48	x	-4	12
COc1cccc(Oc2c(C)oc3c(CN4CCOCC4)c(O)ccc3c2=O)c1	1	4	-6	2	5	4	-19
C#CCOCCOCCOCCNc1nc(N2CCN(C(=O)Cn3cc(CC(C)O)nn3)CC2)nc(N2CCN(C(=O)[C@H](CCCCN)n3cc(CCCC)nn3)CC2)n1 (stereo partly drawn)	-2	5	1	4	1	-2	7
COc1ccc(NC(=O)c2ccc(CN3CCN(c4ccccc4)CC3)cc2)cc1OC	x	x	-3	-11	-5	x	x
CCOC(=O)c1cnc(-c2ccccc2)nc1Oc1ccc(Cl)cc1	-12	x	-4	6	-4	29	x
O=C(COC(=O)c1cccs1)Nc1cccc(Cl)c1	-6	-13	-4	1	-3	0	6
COc1ccc(NC(C)=O)cc1S(=O)(=O)N1CCN(C(=O)c2ccccc2F)CC1	x	0	3	12	13	x	2
O=S(=O)(c1cccs1)N1CCc2ccccc21	0	x	-2	4	1	14	x
O=C(COC(=O)c1cccnc1Cl)Nc1ccc2c(c1)OCO2	3	0	-6	-2	0	-3	-5
COc1cc(C(=O)Oc2ccccc2)ccc1OCc1c(C)noc1C	-6	x	-7	-2	-4	1	x
C[C@@H]1CN([C@@H](C)CO)S(=O)(=O)c2ccc(C#C[C@@H](C)O)cc2O[C@H]1CN(C)C(=O)C1CC1	-5	12	-11	4	-5[16.7 µM]	-5	0
Cc1ccsc1C(=O)N1CCC1(C)C(=O)NS(=O)(=O)c1ccccc1C(F)(F)F (stereo not drawn)	1	5	x	0	-3	0	0
O=C1C(c2ccncc2)=C(O)c2ccccc21	-32	x	27	-3	2	-5	x
COC(=O)N1C(=O)[C@](c2ccsc2)(C(C)C)N1C(=O)OC	-13	9	x	0	-3	-2	1
NC(=O)c1nsc(C(=O)N(c2cccc(O)c2)C(C(=O)NC2CCCC2)c2ccc(Cl)cc2)c1N (stereo not drawn)	-1	-2	x	-2	-3	-9	-2

Single records, as listed above. Order of screens: esBAF inh	ERp5 block	ARNT-TACC3 inh	Cneo AK release	miR122 inh	Statin myotox sup	SIRT5 block
O=S(=O)(c1cccs1)N1CCc2ccccc21 reads 0	x	-2	4	1	14	x
CCC(Sc1nc(N)c(NC(=O)c2ccco2)c(=O)[nH]1)C(=O)O (stereo not drawn) reads x	-9	-3	-1	-1	x	-5
COc1ccc2oc(C(=O)Nc3nc(-c4ccccn4)cs3)c(C)c2c1 reads 18	-1	21	x	-2	-11	-3
CCCNC(=O)Nc1ccc2c(c1)OC[C@H](C)N(Cc1ccccn1)C[C@@H](C)[C@H](OC)CN(C)C2=O reads 2	1	17	2	x	3	-1
CC(O)c1cccc(NC(=O)Nc2cccc(NC(=O)Nc3cccc(C(C)O)c3)c2)c1 (stereo not drawn) reads -3	-7	-5	-2	x	-5	-4
